Assay outcomes from PubChem.
Pf Dd2 inh = Plasmodium falciparum Dd2 growth inhibition | P. falciparum Dd2 growth, SYBR Green, 72 h | Potency, µM (doses to about 28.9 µM), for the others: at the highest dose activity, negative = inhibition, actives largely listed as inhibitors | hit rate 4.3% among 120,000; active = well fitted inhibition curve with a large enough effect; inconclusive = small, poorly fitted or top-dose-only effect; inactive = no such curve, though single readings can be large or run the other way;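 note: plate controls were DMSO vehicle for no effect and reference drug for full effect; nearly all actives have a fitted effect of over 65% in size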
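Readout: SYBR Green fluorescence, 485 nm excitation, 535 nm emission, after ~16 h lysis at 37C. Before that, Dd2-infected red cells (2.5% hematocrit) grew 72 h with compound, 29 uM top final concentration.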
Active calls of the source: *; i = inactive; ? = inconclusive; [ ] = another dose, or the depositor's remark. Potency is the fitted concentration of half-maximal effect. An excerpt; rates above refer to the full screens.

Start of the data: the first 7 entries, ahead of the listing:
mol,Pf Dd2 inh
COC[C@@H]1CN(C(=O)COc2ccccc2)C[C@H]1c1nc(C)no1,-1%
CC(=O)Nc1ccc(CN2CCCC(c3nc4ccc(F)cc4c(=O)[nH]3)C2)cc1 (stereo not given),?
O=S(=O)(c1cnc[nH]1)N1CCC(c2nc(CCOCC3CCOCC3)no2)C1 (stereo not given),-4%
COCC(=O)N[C@H]1C[C@@H](c2nc(-c3ccc(Cl)cc3)no2)N(C)C1,-8%[44.1 µM]
COc1ccc(NC(=O)C2CCN(c3nc4ccccc4nc3C(F)(F)F)CC2)cc1,i
CCOc1ccccc1NC(=O)Cn1nc2n(c1=O)CCCC2,i
Cc1ccc(Cn2ccn3nc4c(c3c2=O)CCCC4)cc1,-1%

The whole of this part, previewed entries included:
mol,Pf Dd2 inh
COC[C@@H]1CN(C(=O)COc2ccccc2)C[C@H]1c1nc(C)no1,-1%
CC(=O)Nc1ccc(CN2CCCC(c3nc4ccc(F)cc4c(=O)[nH]3)C2)cc1 (stereo not given),?
O=S(=O)(c1cnc[nH]1)N1CCC(c2nc(CCOCC3CCOCC3)no2)C1 (stereo not given),-4%
COCC(=O)N[C@H]1C[C@@H](c2nc(-c3ccc(Cl)cc3)no2)N(C)C1,-8%[44.1 µM]
COc1ccc(NC(=O)C2CCN(c3nc4ccccc4nc3C(F)(F)F)CC2)cc1,i
CCOc1ccccc1NC(=O)Cn1nc2n(c1=O)CCCC2,i
Cc1ccc(Cn2ccn3nc4c(c3c2=O)CCCC4)cc1,-1%
CCOC(=O)c1cnc2c(ccc3ccccc32)c1Nc1ccc(Cl)cc1,?

2 of the compounds above, field by field.
COCC(=O)N[C@H]1C[C@@H](c2nc(-c3ccc(Cl)cc3)no2)N(C)C1
  Pf Dd2 inh: -8%[44.1 µM]
O=S(=O)(c1cnc[nH]1)N1CCC(c2nc(CCOCC3CCOCC3)no2)C1 (stereo not given)
  Pf Dd2 inh: -4%

(further entries)
mol,Pf Dd2 inh
CCOC(=O)N1CCN(Cc2nc3cc(NC(=O)CC(C)C)ccc3n2C(C)C)CC1,11µM*
Cc1cccnc1NC(=O)C1c2ccccc2C(=O)N(C2CCCC2)C12CCCC2 (stereo not given),-17%
COc1cccc(-c2ccc3c(N)c(C(=O)c4ccc(F)cc4)sc3n2)c1,2%
CCN(CC)CCOC(=O)c1ccc(NC(=O)Cn2ncc3c([nH]c4ccc(C)cc43)c2=O)cc1,?
CN(C)c1cccc(C(=O)Nc2nc3ccc(S(=O)(=O)N4CCCC4)cc3s2)c1,13µM*
O=C(CN1C(=O)NC2(CCOCC2)C1=O)NCc1ccccc1,46%[activator]
CN(Cc1ccccc1C(F)(F)F)C(=O)c1ccc(F)cc1,-23%[44.1 µM]
Cn1cnc(S(=O)(=O)N2CCCN(S(=O)(=O)c3ccccc3)CCC(=O)NCC2)c1,9%
Fc1ccc(-c2nn(-c3ccccc3Cl)c3c2cnc2ccccc23)cc1,?
Cc1nnc(SCC(=O)NCc2ccc(N(C)C)cc2)c2nn(-c3ccccc3)c(C)c12,?
COC(=O)c1sccc1S(=O)(=O)N(CC(=O)Nc1cc(C)cc(C)c1)c1ccc(Cl)cc1,-18%
O=C1CSC2(C(=O)N(Cc3ccccc3)c3ccccc32)N1c1cccc(F)c1 (stereo not given),-28%
O=C(CCc1c[nH]c2ccccc12)NCC(=O)N1CCCCCCNC(=O)CC1c1ccccc1 (stereo not given),?
CN(C)CCOCC1(C)COc2ccc(C(=O)NCc3cccc(F)c3)cc2N1 (stereo not given),?
c1ccc(NCCn2cc(-c3cncnc3)nn2)cc1,-3%
Cc1ncc2c(n1)C[C@@H]1CC[C@H]2N1C(=O)Cc1ccccc1,22%
CCOc1ccccc1C(=O)N1CCN(C(=O)c2nnn3c2COC(c2ccc(Cl)cc2)C3)CC1 (stereo not given),-9%
O=C1C(c2ccccc2)CC2(CCN(Cc3cccc(O)c3)CC2)CN1C1CC1 (stereo not given),?
COC1CN(C2CCN(C(=O)NC3CCCCC3)CC2)C12CCOCC2 (stereo not given),i
O=C(c1ccccc1)N1CCC2(CNc3ccccc3[S+](=O)([O-])N2)C1 (stereo not given),13%
CCOC(=O)c1c(S(=O)(=O)NCC(=O)N2CCN(c3ccccc3OC)CC2)c(C)n(C)c1C,30%
COCCC(=O)N1CCC(N2C[C@H](O)C[C@H]2C(=O)NC2CCCCC2)CC1,3%
Cc1cc2nn(-c3ccccc3)nc2cc1NC(=O)Cc1ccc(Cl)cc1,-19%
COc1cc(C2c3c(oc4ccccc4c3=O)C(=O)N2c2nnc(C(C)C)s2)cc(OC)c1OC (stereo not given),30%[activator]
Clc1ccccc1C1Cn2cnc(-c3nc(-c4ccccc4)no3)c2CO1 (stereo not given),?
CC1CCN(S(=O)(=O)c2ccc3c(c2)N(CC(=O)NCCN(C)C)C(=O)CS3)CC1,-28%
COCCn1ncc(N2CCCC(CC(=O)NCCN3CCCC3)C2)cc1=O (stereo not given),39%[activator]
Cc1csc(Nc2ccc3ncn(Cc4ccccc4)c(=O)c3n2)n1,11µM*
COc1ccccc1CNC(=O)CSc1ccc(-c2sc(-c3ccccc3)nc2C)nn1,?
Cc1ccccc1OCC(=O)N1CCC2(CC1)NC(=O)N(Cc1ccccc1)C2=O,7%
O=C(c1ccccc1)N1CCn2c(nn(-c3ccc([N+](=O)[O-])cc3)c2=O)C1,3%
CCOc1ccc(NC(=O)Cn2c(=O)n(CCc3ccccc3)c(=O)c3c4c(sc32)CCCC4)cc1,44%[activator]
CCOc1ccc(CNC(=O)C2CCN(C(=O)N3CC(CC)Oc4ccccc43)CC2)cc1 (stereo not given),i
CCCCN(C)c1nc2c(S(=O)(=O)c3ccc(CC)cc3)nnn2c2ccc(Cl)cc12,-9%
CCS(=O)(=O)Nc1ccc(C2(C(=O)NCc3ccc4c(c3)OCO4)CCCCC2)cc1,11µM*
Cc1ccc(CNC(=O)Cn2ccn3nc4c(c3c2=O)CCCC4)cc1,6%
CCOCCc1nn2c(=O)cc(COC(=O)c3ccccc3OC)nc2s1,7%
O=C1NCc2ccccc2CC12CCN(Cc1c(F)cccc1Cl)C2 (stereo not given),-17%
COc1ccc(NC(=O)Cn2c(=O)n(Cc3ccccc3Cl)c(=O)c3cc(OC)c(OC)cc32)cc1OC,2%
C[C@H]1[C@@H]2[C@@H](O)C([C@H](C)C(=O)N3CCCC3)CC[C@@]2(C)CC[C@@H]1NC(=O)Cc1ccccc1 (stereo not given in full),6%
CC(C)NC(=O)CN1CCN(Cc2cc(=O)c3cccc(Cl)c3[nH]2)CC1,?
COc1cccc(NC(=O)C2CCCN(S(=O)(=O)c3c(C)nn(C)c3C)C2)c1 (stereo not given),-5%
COCC(=O)N[C@@H]1CN(S(C)(=O)=O)C[C@H]1CN(C)C,12%
CC1(C)[C@H]2CC[C@@H](CNC(=O)c3ccc4ccccc4n3)[C@@H]1C2,?
Cc1ccccc1-n1nc(C)c2c1NC(=O)CC2c1cccc(C#N)c1 (stereo not given),-17%
CN(Cc1ccccc1)C(=O)c1cc2c(s1)-c1ccc(Cl)cc1SC2,-5%
Cc1ccc(COc2cccc3cc(-c4noc(-c5ccc(C)cc5)n4)c(=O)oc23)cc1,71%[activator]
COc1ccc(-c2cc(-c3ccccc3)nc3c2COc2ccc(Cl)cc2-3)cc1,i
Cc1nn(-c2ccc(C(F)(F)F)cc2)c(C)c1[C@@H]1C=C[C@@H](NC(=O)CSCC(=O)O)C1,i
CCC(C)NC(=O)CN1CN(c2ccccc2)C2(CCN(C(=O)Nc3ccccc3C)CC2)C1=O (stereo not given),?
Cc1cccc(NS(=O)(=O)c2ccc3c(c2)CC(C)N3C(=O)C2CCC2)c1C (stereo not given),?
CCN(Cc1ccccc1)Cc1c(O)ccc2c(=O)c(-c3ccccc3OC)c(C(F)(F)F)oc12,?
COCCOC1CCN(C(=O)c2cccc3[nH]ccc23)CC1,5%
COc1cccc(-c2cc(C3CCN(C(=O)NC4CCCC4)CC3)[nH]n2)c1,i
COCCN1CCN(C(=O)[C@@H]2Cc3cn(Cc4cc(C)on4)c4cccc(c34)[C@H](CC(C)C)N2)CC1,?
COc1cc(NC(=O)Cn2c(=O)n(CC3CCCO3)c(=O)c3ccccc32)cc(OC)c1 (stereo not given),?

The list continues.
mol,Pf Dd2 inh
COc1ccc(C2=NOC3(CCN(C(=O)c4ccc(C)cc4)C3)C2)cc1 (stereo not given),i
Cc1ccc(C2Cn3nnc(C(=O)N4CCN(C(=O)c5ccco5)CC4)c3CO2)cc1 (stereo not given),-17%
CC(C)c1ccc(Nc2cc(C(=O)NCc3cccs3)c3ccccc3n2)cc1,15%
CCCCN1C(=O)[C@@H]2C[C@@H](O)CN2C2(CN(C(C)C)C2)C1=O,28%[44.1 µM]
O=C1CCN(Cc2ccncc2)CCCC(C(=O)Nc2cccnc2)CCN1 (stereo not given),7%
CCN1CCN(C(=O)c2ccc3c(c2)N(Cc2ccccc2)C(=O)c2ccccc2S3(=O)=O)CC1,?
O=C(c1ccccc1Cl)N1CCn2c(nn(-c3ccncc3)c2=O)C1,6%
CCOC(=O)c1c(NC(=O)C(C)Sc2cn(CCNC(=O)c3ccc(OC)c(OC)c3)c3ccccc23)sc2c1CCC2 (stereo not given),?
CC(C)N1C(=O)C2(CCCCC2)C1C(=O)N1CCN(c2ccccc2)CC1 (stereo not given),11%
Cc1cccc(NC(=O)CSc2ccc(-c3ccccn3)nn2)c1,?
CC(=O)Nc1ccc(S(=O)(=O)N2CC[C@@H](CC(=O)O)[C@@H](CCN3CCCCC3)C2)cc1,i
COc1cccc(-c2nn(C)c3sc(C(=O)N4CCN(c5cccc(C(F)(F)F)c5)CC4)cc23)c1,i
CCOc1cc2c(cc1OCC)C(c1c(F)cccc1Cl)CC(=O)N2 (stereo not given),?
COc1cc2c(C(=O)N3CCN(c4ccc(C)cc4)C(C)C3)cn(CC(C)C)c(=O)c2cc1OC (stereo not given),8.9µM*
CCCCCOc1ccc(Cn2c(=O)oc3ccc(C)cc32)cc1OC,?
COc1cc(OC)c(OC)cc1/C=C/c1nc2cc3ccccc3cc2c(=O)n1-c1ccc(Cl)cc1,18%
COc1ccc(C(=O)N2CC(N(C3CCOCC3)S(C)(=O)=O)C2)cc1OC,-7%
O=Cc1ccc(N2CCN(C(=O)c3ccc4c(c3)OCO4)CC2=O)cc1,10%
CCC(CC)C(=O)Nc1ccc([C@@H](O)[C@H]2COCC(=O)N2Cc2ccccc2)cc1,i
COc1ccc(N2CCN(C(=O)c3c(OC)cc(=O)n4c3CCCC4)CC2)cc1,i
CCOC(=O)C1=CN(CC(=O)Nc2cc(C)ccc2C)S(=O)(=O)N=C1C,32%[activator]
COc1ccc(Cl)cc1C(=O)Nc1ccc(-c2nnc3n2CCCCC3)cc1,4%
C[S+](=O)([O-])c1ccc(-c2nc(C(=O)NCCc3ccc(Cl)cc3)n3ccccc23)cc1,?
CC(C)C(=O)N1CCC2(CC1)OC(=O)N(Cc1ccccc1F)C2(C)c1ccccc1 (stereo not given),?
COC(=O)c1ccc(OCC2c3cc(OC)c(OC)cc3CCN2C(=O)c2ccc(OC)cc2)cc1 (stereo not given),7.1µM*
COc1ccc(Cn2nc3n(c2=O)-c2ccccc2OC3)cc1,22%
O=C(c1nc(-c2ccc(Cl)cc2Cl)c2ccccn12)N1CCOCC1,?
Cc1cccc(C(=O)N2[C@H]3CC[C@@H]2c2cnc(C)nc2C3)c1,26%
Cc1ccc2c(c1)N(CC(=O)NCCc1ccc(Cl)cc1)C(=O)c1cccnc1O2,0%
Cc1c(Cl)cccc1Nc1nn2c(=O)c3ccc(C(=O)N(C)Cc4ccccc4)cc3nc2s1,?
CC(C)OCCCNC(=O)CN1C(=O)CSc2ccc(S(=O)(=O)N3CCOCC3)cc21,-8%
COc1cc(NC(=O)C2Cc3ccccc3N2C(=O)c2ccccc2)cc(OC)c1 (stereo not given),?
COc1cccc(CN2CCc3c(cc(C(=O)Nc4ccccc4OC)n3C)C2)c1,?
COc1cccc(NCc2cccn2-c2nnc(N3CCC(C)CC3)s2)c1,?
CN(Cc1ccc(F)cc1)Cc1cn(-c2ccccc2)nn1,?
COc1cccc(-n2c(SCc3cccc(C)c3)nc3c([nH]c4ccccc43)c2=O)c1,10µM*
COc1ccc(S(=O)(=O)Nc2c(C)nc3nc(C)[nH]n3c2=O)cc1,21%
COc1ccc(NC(=O)CSc2nccn2Cc2ccc3c(c2)OCO3)cc1,10%
O=C(O)c1cc2cn(C3CCCC3)cc2s1,20%
COc1cccnc1C(=O)N1CCC(N2CCCC(C(=O)N3CCCC3)C2)CC1 (stereo not given),15%
Cc1c(Cl)c(C(=O)N2C[C@@H](CN3CCCN(C)CC3)[C@@H](CO)C2)nn1C,5%
COc1ccccc1-c1cc2nc(C)c(CCC(=O)Nc3cc(C)ccc3C)c(C)n2n1,-15%
CCNC(=O)c1ccc(-c2cc(NC3CCCC3)nc3[nH]ccc23)nc1,10µM*
O=C(NCc1ccc2sccc2c1)C1CC(=O)N(C2CC2)C1 (stereo not given),-4%
CN(C)C(=O)N1CCN(c2ccc(Cl)nn2)C(=O)C1,4%[44.1 µM]
O=C(CN1C(=O)COc2ccc(S(=O)(=O)NC3CCCC3)cc21)Nc1ccc(F)c(Cl)c1,16%
